High-throughput results from PubChem BioAssay.
GLP-1R inv ag: GLP-1 receptor (human) inverse agonism | 410,000 tested, 1.6% active | Potency, µM (top dose mostly 38.3 µM), for inactives: top-dose activity change, negative = inhibition, actives largely listed as inhibitors | P43220 | HEK293 GLP-1R CRE-luciferase, luminescence, 24 h; GLP-1R form is constitutively active | AID 624417; note: potency is the fitted concentration of half-maximal effect; % is set by controls: 0 for no effect and ±100 for the full control effect; nearly all actives have a fitted effect of over 55% in size
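HEK293 cells stably co-expressing a cAMP-responsive luciferase reporter and constitutively active GLP-1R were seeded, incubated 12 h, then exposed to compounds for 24 h at 37 C. Luminescence was read 12 min after detection reagent; inverse agonists lower signal.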
IL2 activator: activators of IL-2 | IL-2 activation reporter assay, cell-based qHTS; stimulated with anti-CD3/CD4/CD28 beads; in transgenic mouse T cells | 360,000 tested, 0.065% active | activation, % (series mostly up to about 46 µM); in the data active = activation above about 50%; inconclusive = mostly about 30% to 49%; note: 0% is about no effect
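Readout: EGFP and DsRed signals by fluorescent plate cytometry. Unstimulated transgenic mouse T cells received compound 60 min before antibody-bead stimulation, then incubated 18 h at 37 degrees C.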
EPAC1 ag: activates human EPAC1 exchange factor. EPAC1 agonist qHTS, biochemical assay; response scale: 100% = response to 6.5 mM cAMP. O95398. Potency, µM (highest dose often 154 µM), for the others: top-dose activation, actives largely listed as activators. AID 720707. 360,000 tested, 0.073% active; note: potency is the fitted concentration of half-maximal effect; nearly all actives have a fitted effect of over 60% in size
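Nucleotide exchange by EPAC1 (100 nM) on Rap1B–BODIPY-GDP (250 nM) in the presence of 50 uM GDP is tracked fluorescently at 480/540 nm over 30 min. Signals are normalized to a 6.5 mM cAMP control.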
EPAC1 antag: blocks human EPAC1 exchange factor; O95398; EPAC1 GEF assay, Rap1b-BODIPY-GDP exchange fluorescence; Potency, µM (doses to about 115 µM), for the others: top-dose activity change, negative = inhibition, actives largely listed as inhibitors; 360,000 tested, 0.14% active;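 note: potency is the fitted concentration of half-maximal effect; plate controls were vehicle for no effect and positive control for full effect; nearly all actives have a fitted effect of over 50% in size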
GLP1R ag: activates the human GLP-1 receptor; P43220; HEK293 GLP-1R CRE-luciferase, luminescence, 4-6 h; cells express a hypersensitive GLP-1R form; Potency, µM (doses to about 45.6 µM), for the others: at the highest dose activation, usual class: activators; 380,000 tested, 0.007% active; note: potency is the fitted concentration of half-maximal effect; % of control where 0% means no effect
HEK293 tox: cytotoxicity counter-screen for GLP-1 receptor inverse agonists; HEK293 cAMP-luciferase reporter cells, luminescence, 24 h; Potency, µM (series often up to 38.3 µM), for inactives: at the highest dose activity change, negative = inhibition, most hits filed as inhibitors; 410,000 tested, 0.13% active;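 note: loss of luciferase light is scored as toxicity; potency is the fitted concentration of half-maximal effect; % is set by controls: 0 for no effect and ±100 for the full control effect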
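To flag toxic compounds, the library was rerun on cells for 24 hr at 37 deg C and 5% CO2. Viability-linked luminescence was captured 12 min after adding luciferase detection reagent.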
PLK1 PBD block: inhibitors of human PLK1 polo-box domain binding; P53350; Plk1 PBD binding of FITC phosphopeptide, fluorescence polarization; Potency, µM, without a hit: max response, negative = inhibition, hits mostly inhibitors; 360,000 tested, 2.8% active; AID 720504; note: potency is the fitted concentration of half-maximal effect; series mostly up to about 57 µM; % is set by controls: 0 for no effect and ±100 for the full control effect; nearly all actives have a fitted effect of over 65% in size
Target sequence (P53350 whole entry, looked up, the tested form may be a part): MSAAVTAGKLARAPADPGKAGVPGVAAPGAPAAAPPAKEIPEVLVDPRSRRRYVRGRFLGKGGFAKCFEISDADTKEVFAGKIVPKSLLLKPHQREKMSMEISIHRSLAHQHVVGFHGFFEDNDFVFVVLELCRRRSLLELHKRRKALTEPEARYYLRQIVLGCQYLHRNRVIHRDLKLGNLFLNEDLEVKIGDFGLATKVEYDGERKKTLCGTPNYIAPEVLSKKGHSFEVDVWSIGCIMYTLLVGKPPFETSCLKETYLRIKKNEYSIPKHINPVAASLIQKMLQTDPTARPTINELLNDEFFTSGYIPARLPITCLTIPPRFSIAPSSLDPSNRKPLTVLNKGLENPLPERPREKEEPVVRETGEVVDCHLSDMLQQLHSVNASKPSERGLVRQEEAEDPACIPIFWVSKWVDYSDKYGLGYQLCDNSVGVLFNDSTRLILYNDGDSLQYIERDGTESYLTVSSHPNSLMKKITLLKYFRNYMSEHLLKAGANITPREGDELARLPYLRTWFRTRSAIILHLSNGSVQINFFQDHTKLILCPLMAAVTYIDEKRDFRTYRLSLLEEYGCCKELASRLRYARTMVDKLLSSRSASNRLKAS
PI5P4Ka inh: inhibitors of human PI5P4K alpha | P48426 | PI5P4Kalpha enzyme, ADP-Glo luminescence, 60 min; stronger effect = lower value | max response, % | 330,000 tested, 1.2% active; active = max response of -50% or lower; inconclusive = between -30% and -50%; inactive = -30% or higher; note: value at the top dose of about 77 µM; % is set by controls: 0 for no effect and ±100 for the full control effect
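qHTS, 1536-well: enzyme/substrate mix, compound by pin tool, 5 microM ATP final; RT 60 min; ADP-Glo reagents 1 (45 min) then 2 (30 min); luminescence.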
PTHR1 ag: PTHR1 (human) receptor agonism; Potency, µM (series often up to 115 µM), for inactives: at the top dose activation, most hits filed as activators; HEK293 GP2 PTHR1 cells, GloSensor cAMP luminescence, 1 h; AID 743266; Q03431; 410,000 tested, 0.075% active; note: potency is the fitted concentration of half-maximal effect; nearly all actives have a fitted effect of over 55% in size; some results filed as inactive show a strong effect at the top dose; inactives centre near -15; many of its hits are not listed in these tables
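HEK-293-derived GP2 cells expressing PTHR1 and a GloSensor cAMP reporter, 3,000/well, plated overnight, given luciferin plus IBMX (each 0.5 mM as added) for 1 h at 37 °C, then compound for 1 h at 37 °C. Luminescence was read after 15 min at room temperature.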
Starred values were filed as active, the others as inactive; i = inactive; ? = inconclusive; nt = not tested or not shown; [ ] = dose if it differs, or a comment. Unless noted, calls come from the whole dose curve; as a rule, active = well fitted curve in the direction sought with a large enough effect; inconclusive = small, poorly fitted or top-dose-only effect, or another doubt; inactive = no such curve, though single readings can be large; an effect the other way counts as inactive or inconclusive. This is a subset (hit frequency here may not be typical).

SMILES	GLP-1R inv ag	IL2 activator	EPAC1 ag	EPAC1 antag	GLP1R ag	HEK293 tox	PLK1 PBD block	PI5P4Ka inh	PTHR1 ag
O=c1[nH]c2ccc(F)cc2[nH]c1=O	9%	-3.2	5%	16%	12%	3%	-15%	-1	i
COc1ccccc1C(O)c1ncc(-c2cccc3ccccc23)[nH]1 (stereo not drawn)	?	0.5	-18%	-13%	9%	1%	-11%	1	-14%
CN(c1ccc(C(=O)NCCSC(C)(C)C)cc1)S(C)(=O)=O	1%	1.0	8%	-5%	-2%	21%	-1%	3	i
Nc1c(N(CCC2=CCCCC2)C(=O)c2ccccc2F)c(=O)[nH]c(=O)n1Cc1ccccc1	-3%	-0.5	-3%	4%	12%	1%	-6%	0	-9%
O=C1NC2(CCCCC2)C(=O)N1CC(=O)N(Cc1ccccc1)c1ccccc1	?	0.6	-12%	-29%	5%	0%	?	2	?
COc1ccc(C(=O)CC(=O)C(=O)Nc2ccc(C)cc2Cl)cc1	3%	1.7	-3%	-19%	2%	-3%	-5%	0	-30%[inhibitor]
Cc1ccc(OCCNC(=O)[C@H]2O[C@@H](n3cnc4c(N)ncnc43)[C@H](O)[C@@H]2O)cc1C	18%	-0.2	-5%	-6%	11%	1%	-12%	4	i
CCOCCCNC(=O)CCc1ccc(-n2cnc3cccnc32)cc1	-5%	0.6	7%	0%	1%	1%	-11%	-1	-8%
Cc1cc(C)cc(C(=O)Nc2ccncc2)c1	-1%	-0.3	11%	10%	-5%	-1%	-15%	4	-7%
COc1ccc(NC(=O)Cc2ccccc2F)cn1	3%	-1.3	4%	5%	2%	19%	-10%	2	i
Cc1cc2n(n1)C(c1ccc3c(c1)OCO3)Nc1c(C)cccc1-2 (stereo not drawn)	-12%	0.5	-4%	-6%	-3%	-3%	-5%	2	i
O=C1/C(=C/c2cccs2)COc2ccccc21	?	0.6	-14%	?	-20%	13%[1.53 µM]	-1%	2	-9%
CCCCCCC(NC(=O)c1ccc(C)cc1)C(=O)O (stereo not drawn)	15%	-0.6	-12%	-23%	2%	-4%	-16%	-1	1%
COC(=O)c1ccc(NC(=O)CSc2nc(C)cc(=O)[nH]2)cc1	6%	0.7	-4%	1%	-9%	6%	-1%	-21	-10%[57.5 µM]
Cc1ccc(C(=O)N2CCCc3ccccc32)c(Cl)c1	?	-0.5	1%	15%	8%	-10%	4%	0	-36%[inhibitor]
COc1cc(/C=C/C(=O)OCC(=O)NCCCc2ccccc2)ccc1O	16%	-2.3	10%	9%	11%	-20%	-1%	-6	-4%
Nc1ncncc1-c1ccc([N+](=O)[O-])cc1	0%	-1.6	-5%	7%	-7%	9%	-1%	nt	i
Oc1ccc(C=NNc2nc3ccccc3s2)c(O)c1	13%	-0.6	-1%	-16%	15%	-12%	-2%	-29	-25%
c1ccc2c(c1)OCC(CNc1ncnc3nc[nH]c13)O2 (stereo not drawn)	-4%	-1.5	0%	-3%	21%	1%	5%	-1	-11%
CCOc1ccc(S(=O)(=O)n2c(C)nc3ccccc32)cc1	?	-2.6	-12%	-4%	-1%	-12%	-6%	-3	i
C[n+]1ccn(CC(=O)c2ccc(Br)cc2)c1	-10%	-0.4	-8%	-4%	-5%	-10%	-11%	2	i
Cc1ccc(-c2nc(SCC(=O)N(C)c3c(N)n(Cc4ccccc4)c(=O)[nH]c3=O)n[nH]2)cc1	20%	-0.2	0%	-18%	3%	3%	-5%	0	i
CCn1c2ccccc2c2cc(/C=N/n3cn[nH]c3=S)ccc21	?	-1.4	5%	-14%	-6%	?	-18%	nt	i
Cc1csc(NC(=O)c2ccc(Cn3nc(C)c(Br)c3C)o2)n1	?	-2.1	-1%	-12%	14%	-3%	-6%	-13	-43%[inhibitor]
COc1ccccc1CNC(=O)C1CCC(CNS(=O)(=O)c2ccc(C)cc2)CC1 (stereo not drawn)	?	0.5	5%	3%	9%	-8%	-9%	1	-10%
CCOC(=O)c1cnn2c(C(F)(F)F)cc(-c3ccco3)nc12	3%	0.0	2%	3%	7%	281%[activator]	-13%	-5	i
Cc1cccc(C(=O)Oc2ccc(/C=N/NC(=O)c3ccc(O)cc3)cc2)c1	-32%	-0.7	-12%	-8%	-23%	?	7%	3	-24%
Cc1cc(N/C(=N\S(=O)(=O)c2ccc(F)cc2F)c2ccccc2)no1	0%	4.2	10%	-7%	-11%	2%	-7%	nt	-7%[57.5 µM]
O=C1CCC(C(=O)N2CCN(c3ccccc3)CC2)CN1Cc1ccc(Cl)cc1 (stereo not drawn)	-18%	-2.7	-1%	9%	1%	-11%	6%	1	i
Cc1ccc(/C=N\NC(=O)C2CN(S(=O)(=O)c3ccccc3)CCN2S(=O)(=O)c2ccccc2)cc1 (stereo not drawn)	-22%	-1.1	1%	-16%	7%	-2%	-1%	-6	i
O=C(NCCN1CCCCC1)c1ccc(/C=N/O)nc1	7%	-1.1	-1%	7%	-3%	2%	2%	-6	i
Cc1ccc2c(c1)C1CN(C)CCC1N2CC(=O)N(C)c1ccccc1 (stereo not drawn)	-2%	-0.5	-3%	7%	-3%	-18%	-3%	nt	i
CCN1C(=O)/C(=C\N2CCN(c3ccc(F)cc3)CC2)SC1=S	0%	-1.9	5%	4%	0%	17%	-6%	nt	i
O=C1Cc2cc(O)ccc2O1	-6%	0.8	6%	-15%	8%	-15%	-2%	-3	i
CCCOc1ccc(N2C(=O)CC(N3CCN(S(=O)(=O)c4ccccc4)CC3)C2=O)cc1 (stereo not drawn)	0%	-0.9	1%	9%	-6%	1%	1%	-2	-20%
O=C(COc1ccc(F)c(Cl)c1)NC(=O)NC1CCCC1	-27%	-2.8	7%	2%	13%	2%	4%	-2	i
Cc1ccc(S(=O)(=O)N(C)Cc2ccc(C(=O)NN=C(CC(C)C)CC(C)C)cc2)cc1	?	2.7	-24%	-8%	-21%	-18%	-1%	0	-7%
Cc1ccsc1/C=N/NC(=O)c1ccc(Cn2cc(Br)cn2)o1	-14%	-0.5	-5%	-5%	2%	8%	2%	4	-41%
Cc1ccnc(NC(=O)COc2ccc3c(c2)CCC3)c1	-3%	-0.7	24%	10%	-11%	-9%	-5%	-2	-41%[inhibitor]
CSc1ccc(/C=N/Nc2nc(C)cc(=O)[nH]2)cc1	43%	-1.1	0%	7%	5%	14%	-6%	4	-29%
CC(C)c1ccc(C2OCCCO2)cc1	16%	-2.5	10%	2%	-4%	6%	-9%	11	-20%
CN(C)c1ccc(/C=N/NC(=O)c2cccc(C(=O)N/N=C/c3ccc(N(C)C)cc3)n2)cc1	0%	-5.9	-11%	-13%	-10%	13%	-7%	0	-4%
CC1(C(=O)Nc2cccc(NS(C)(=O)=O)c2)CCN1CCc1ccccc1 (stereo not drawn)	?	0.5	5%	-18%	3%	-3%	-3%	2	-40%
Cc1nn(CCS(=O)(=O)c2ccc(Cl)cc2)c(C)c1Br	-12%	1.4	-3%	-19%	-2%	17%	?	-2	i
CCOC(=O)N1CCN(C(c2ccc(F)cc2)c2sc3nc(C)nn3c2O)CC1 (stereo not drawn)	0%	0.6	-10%	10%	4%	-36%	3%	-7	i
COc1ccc(-c2ccc(NCCC3=CCCCC3)nn2)cc1OC	0%	-0.3	-1%	5%	2%	-12%	-6%	nt	i
CC(Oc1ccccc1[N+](=O)[O-])C(=O)N/N=C/c1ccoc1 (stereo not drawn)	12%	-2.9	0%	-28%	-4%	4%	-18%	1	?
CN(Cc1nc(-c2cccs2)no1)CC1(N2CCOCC2)CCCCC1	?	1.5	0%	1%	21%	-6%	2%	7	-4%
CC[C@]1(C(=O)OC)[C@H]2C(=O)N(C)C(=O)[C@H]2[C@H]2CN(C)C(=NC)N21	14%	0.1	-11%	-1%	2%	4%	-12%	1	19%
O=C(NCc1ccc(Cl)cc1)c1cc(-c2cccs2)on1	-3%	0.7	3%	1%	-15%	-3%	-1%	nt	-15%
CCOc1ccc(NC(=O)CSc2nnc(-c3ccccc3)n2N)cc1	-22%	-0.8	-1%	-8%	-2%	-18%	-15%	-1	i
